bCat nuc transl – modulators of beta-catenin nuclear translocation | HeLa beta-catenin nuclear translocation, immunofluorescence imaging | nuclear translocation activity, % at 5 µM | actives 0.3% (n = 190,000) | AID 1665;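 active = nuclear translocation activity above 50% at 5 µM, with a well cell count of 50 or more; inconclusive = wells under 50 cells across six images, flagged as toxic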;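 note: per-cell ratio of nuclear to cytoplasmic median beta-catenin stain intensity; plate controls were DMSO negative control for no effect and GSK-3 inhibitor IX positive control for full effect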
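System: Human HeLa cells, endogenous beta-catenin | Compound dosing: 5 µM primary, 0.02–20 µM confirmation | Timing: 24 h compound exposure at 37°C, 5% CO2 | Measured by: Fluorescence imaging of beta-catenin antibody stain plus DAPI | Read-out basis: % activation of per-cell nuclear versus cytoplasmic median beta-catenin signal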
WT yeast gro inh – growth inhibition of WT yeast, mitochondrial fusion screen; mitochondrial fusion phenotypic screen, WT strain; inhibition, % at 10 µM; actives 2.1% (n = 190,000); in the data active = inhibition above about 58%; tested in S. cerevisiae
Hep lipid drop – hepatic lipid droplet formation modulation. AML12 mouse hepatocytes, oleate lipid droplets, BODIPY imaging. inhibition, % at 6.5 µM. actives 0.4% (n = 240,000). AID 1656;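 active = lipid droplet intensity inhibited by at least 50%, with more than 500 cells counted; inconclusive = wells with under 300 cells, treated as cytotoxic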
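Test system: AML12 mouse liver cells; schedule: overnight exposure; technique: high-content imaging of BODIPY-stained droplets and DAPI nuclei; read-out: % inhibition of corrected integrated BODIPY droplet signal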
HEK293 NOD2/NF-kB – inhibition of NOD2-driven NF-kB reporter – cell-based, luminescence, uHTS, HEK293 (AID 1566); HEK293 NOD2/NF-kB luciferase reporter, luminescence; higher % means a stronger effect; inhibition, % at 4 µM; hits with a dose series show EC50 in µM; actives 0.63% (n = 290,000); in the data active = inhibition above about 50%; note: many of its hits are not listed in these tables
Insulin prom up – MIN6 insulin promoter up-regulation; MIN6 insulin promoter-GFP reporter, high-content imaging; stronger effect = higher value; z-score at 5 µM; actives 0.3% (n = 190,000);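 active = z-score above 3 at 5 µM with at least 500 cells counted in the well; inconclusive = wells under 500 cells, flagged as cytotoxic or low count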
Autophagy mod – modulators of autophagy. MEF GFP-LC3 puncta imaging; test concentration mostly 10 µM. calls only at 10 µM (by protocol). actives 0.98% (n = 190,000);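 active = percentage of spot-positive cells more than 3 SD above its plate mean, without a fluorescence outlier flag or 80% toxicity; inconclusive = no clear call, values can overlap the other calls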;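 note: spot-positive cell cutoff set from DMSO-treated cells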
MT stabilizer – stabilizes microtubules in HeLa cells; % tubulin-high responders, % at 10 µM; HeLa tubulin immunostaining HCS, 24 h; share of cells brighter than vehicle mean+2SD; actives 0.83% (n = 200,000);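 active = plate Z-score above 3 for both tubulin-high and condensed-nucleus cell shares, with cell loss under 80%, at 10 µM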;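 note: anti alpha tubulin signal scored within the nucleus-defined area of each cell; some results filed as inactive read as strong as hits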
Dynein transport – dynein cargo transport inhibition. 3617.4 mouse cells, GR-EGFP nuclear translocation imaging; test concentration mostly 20 µM; stimulated with dexamethasone, 1 µM; stronger effect = lower value. z-score, hits read low. actives 0.47% (n = 220,000). AID 1381;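 active = plate z-score of nuclear minus cytoplasmic receptor signal below a set negative limit, without overly bright fluorescence or cell loss, cut at about -3.5 in these data, passing the limit was not always enough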;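 note: z-score of nuclear minus cytoplasmic ring GR-EGFP intensity difference per well; some compounds called inactive have numbers as strong as hits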
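medium = tetracycline-free induction medium containing charcoal-stripped FBS | probe or stimulus = dexamethasone, 1.0 µM final | timing = 48 h induction, then 1 h compound, then 30 min agonist, 37 °C | detection = automated 10x imaging of fixed Hoechst-stained cells | read-out basis = nuclear versus cytoplasmic GR-EGFP signal, averaged per well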
Yfh1-depleted yeast – mitochondrial function rescue without frataxin homolog – Friedreich's ataxia, plus single-dose screen, dose response (AID 1465) | S. cerevisiae Yfh1-off respiration, WST-1 reduction, 72 h; higher fold induction means a stronger effect | one-dose fold induction at 50 µM; EC50 in µM for titrated hits | actives 0.074% (n = 220,000);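 active = fold induction of absorbance versus untreated yeast above a set limit, then at least 30% activation at any dose in follow-up; inconclusive = repeats straddling the limit, or above it without dose testing; inactive = fold induction below the set limit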;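 note: activators that raise dye reduction in frataxin-depleted yeast; strong numbers were not always called active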
WT yeast gro inh mutant strain – further read-out of WT yeast gro inh, marked with its call; inhibition, %; mitochondrial fusion phenotypic screen, mutant strain inhibition
Dynein transport cytoplasmic EGFP – also measured in Dynein transport; calls as there; z-score; measured here: cytoplasmic GR-EGFP intensity; stronger effect = higher value
Dynein transport nuclear GR-EGFP – recorded beside Dynein transport, whose call it bears; z-score; measured here: nuclear GR-EGFP intensity;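 lower value marks the stronger effect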
Dynein transport cell count – second read-out of Dynein transport, no call of its own (marks repeat the call); z-score; measured here: cell count per field
Insulin prom up cell count – recorded beside Insulin prom up, whose call it bears; cell count; measured here: cytotoxicity, nuclei count;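 total cells summed across four imaged fields per well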
Hep lipid drop cells 6.5 µM – further read-out of Hep lipid drop, marked with its call; cell count; measured here: cell count, cytotoxicity flag;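 cells counted across two imaged fields per well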
bCat nuc transl cell count 5 µM – further read-out of bCat nuc transl, marked with its call; cell count; measured here: cell count, cytotoxicity flag
MT stabilizer Hoechst-high % – further read-out of MT stabilizer, marked with its call; % Hoechst-high responders; measured here: nuclear condensation Hoechst responders;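 share of cells brighter than vehicle mean plus two SD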
MT stabilizer cytotoxicity % – further read-out of MT stabilizer, marked with its call; toxicity, %; measured here: cytotoxicity by cell density;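 0% = mean cell density of plate MIN control wells and 100% = no cells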
Autophagy mod cell loss 18 h – further read-out of Autophagy mod, marked with its call; toxicity, %; measured here: cell loss, nuclei count;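 cell loss after 18 h compound exposure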
Starred values were filed as active, the others as inactive; i = inactive; ? = inconclusive; / = not tested or not shown. A portion of the library; count on the stated rates, not on these rows.

SMILES | bCat nuc transl | bCat nuc transl cell count 5 µM | WT yeast gro inh | WT yeast gro inh mutant strain | Hep lipid drop | Hep lipid drop cells 6.5 µM | HEK293 NOD2/NF-kB | Insulin prom up | Insulin prom up cell count | Autophagy mod | Autophagy mod cell loss 18 h | MT stabilizer | MT stabilizer Hoechst-high % | MT stabilizer cytotoxicity % | Dynein transport | Dynein transport cytoplasmic EGFP | Dynein transport nuclear GR-EGFP | Dynein transport cell count | Yfh1-depleted yeast
O=C(Cc1cnc2ncnn2c1)N1CCc2c([nH]c3ccccc23)C1c1ccccn1 (stereo not drawn) | -3.2 | 1020 | 14 | 6 | -12 | 718 | -15% | / | / | i | -11 | 1.4 | 0.7 | 0.6 | 2 | -0.31 | 1.1 | -0.72 | i
C/C(=N\NC(=O)c1ccccc1NC(=O)c1ccc(Cl)cc1)c1ccncc1 | -1.4 | 1053 | 98 | 99 | 0 | 686 | -47% | -0.9 | 1313 | i | -3 | 4.5 | 2.7 | 8.3 | -0.87 | -0.37 | -0.43 | 0.65 | i
O=C(O)CCN1C(=O)C2C3c4ccccc4C(c4ccccc43)[C@@H]2C1=O (stereo partly drawn) | -0.4 | 1377 | / | / | 2 | 778 | 7% | 0.29 | 969 | / | / | / | / | / | 0.54 | -0.22 | 0.18 | 0.82 | i
O=C(COc1ccc(CO)cc1Cl)Nc1ccc(F)cc1 | / | / | 7 | 15 | 2 | 763 | -111% | 1.3 | 900 | i | 8 | 1.2 | 0.7 | 8.5 | 2.9 | -0.05 | 1.4 | -1.7 | i
Cc1cccc(N2C(=O)SC(SC(=Nc3ccccc3)Nc3ccccc3)C2=O)c1 (stereo not drawn) | -1.5 | 587 | 6 | 2 | 1 | 641 | -3% | -0.18 | 1187 | i | -5 | 1.5 | 4.1 | 5.3 | -0.67 | -0.25 | -0.6 | 1.1 | i
Cc1ccc(S(=O)(=O)N2CCN(C(=O)N(C)C)CC2)cc1C | -0.2 | 1024 | 5 | 16 | 12 | 754 | 12% | 0.26 | 1284 | i | -6 | 1.9 | 2.1 | 6.2 | 1.4 | 0.46 | 0.74 | -0.045 | i
Cc1ccc(CN2CCN(CC(=O)N/N=C/c3ccccc3F)CC2)cc1 | 1.4 | 1301 | / | / | 9 | 703 | -8% | -0.04 | 1131 | / | / | / | / | / | 0.28 | -0.23 | 0.016 | -0.52 | i
Brc1ccc(-c2nnc(-c3ccc4c(c3)OCO4)o2)o1 | / | / | / | / | 0 | 719 | -121% | / | / | i | -4 | 1.9 | 0.2 | 49 | 3.3 | -0.13 | 3 | -3 | i
Cc1c(C(=O)N2CCC(C(N)=O)CC2)sc(N)c1C#N | 1.4 | 1033 | 9 | -2 | 4 | 612 | 14% | -0.31 | 1752 | i | 6 | 2.8 | 3.6 | 6.4 | -0.96 | -0.12 | -0.33 | 0.76 | i
N#Cc1ccc(Oc2cccnc2)cc1C#N | 1.0 | 982 | 4 | 3 | 26 | 733 | 12% | 0.15 | 1366 | i | 10 | 2.7 | 2.7 | 7.9 | -0.024 | -0.47 | -0.16 | 0.19 | i
O=[N+]([O-])C1=CC=C2C(=NC3(CCCCC3)N2O)C1=NC1CCCCC1 | -1.3 | 1380 | 32 | 32 | / | / | -11% | -0.25 | 1584 | i | -18 | 2.3 | 2.2 | 5.9 | -0.49 | -0.18 | 0.017 | 0.18 | i
COCCN(C(=O)c1cccc(OC)c1)c1nnc(-c2ccncc2)s1 | -1.7 | 1173 | 2 | 14 | / | / | -2% | -0.16 | 1226 | i | 9 | 3.3 | 1.7 | 3.6 | -0.9 | -0.25 | -0.2 | -0.23 | i
COc1ccc(S(=O)(=O)N(C)C)cc1NC(=O)COC(=O)c1nn(C)c(=O)c2ccccc12 | -2.3 | 1076 | -3 | 9 | -3 | 696 | -12% | 0.16 | 1157 | i | 15 | 5.6 | 2.0 | 8.6 | 1 | -0.34 | 0.76 | 0.00056 | i
O=C(/C=C/c1ccco1)NC(=S)Nc1cccc([N+](=O)[O-])c1 | 1.5 | 945 | 10 | 2 | -6 | 702 | -13% | -0.43 | 1200 | i | 2 | 15* | 38* | 40* | 0.068 | -0.27 | -0.084 | 0.12 | i
CN1C(=O)c2ccccc2C(C(=O)O)C1c1cccc([N+](=O)[O-])c1 (stereo not drawn) | -1.7 | 1180 | -2 | 9 | 13 | 691 | 4% | 0.2 | 1321 | i | 6 | 3.4 | 2.6 | 8.9 | 0.023 | -0.3 | 0.23 | 0.2 | i
COc1ccc(C2CC(=O)N(CC(=O)NCC3CCCO3)c3ccccc3S2)cc1OC (stereo not drawn) | -0.8 | 1126 | -7 | -6 | 17 | 754 | 7% | 0.42 | 1249 | i | -4 | 3.0 | 3.3 | 6.9 | 0.36 | -0.32 | 0.4 | -0.44 | i
CCOC(=O)c1c(NC(C)=O)sc2c1CCC(C=NCCCN(CC)CC)=C2Sc1ccccc1 | / | / | / | / | / | / | / | / | / | i | 3 | 2.9 | 1.4 | 2.5 | 0.37 | 4.3 | 0.77 | -1.3 | i
O=C(Nc1nn[nH]n1)c1cccc(Oc2ccccc2)c1 | -1.3 | 1075 | 7 | 4 | 5 | 696 | 4% | 0.01 | 1761 | i | -9 | 4.4 | 3.1 | 6.1 | 0.25 | -0.18 | 0.46 | -0.46 | ?
O=C(Nc1cccnc1)c1sc(Nc2ccccc2F)nc1-c1ccccc1 | -1.0 | 1121 | 12 | 13 | -10 | 714 | -8% | -0.5 | 1151 | i | 19 | 2.0 | 2.3 | 0.3 | -0.7 | -0.18 | -0.21 | 0.39 | i
Cc1ccccc1C(=O)NNC(=S)NC(=O)c1ccc(Cl)cc1Cl | -4.8 | 1174 | -9 | 0 | -3 | 817 | 9% | 0.15 | 902 | i | 0 | 2.9 | 1.4 | 5.0 | -1.1 | 0.032 | -0.29 | 0.64 | i
CCOC(=O)C1=C(O)/C(=C/c2ccc(OCC(=O)O)c(OCC)c2)SC1=Nc1ccc(OC)cc1 | 0.3 | 986 | -3 | -10 | -13 | 683 | -1% | -0.03 | 1300 | i | -14 | 2.2 | 1.9 | 2.5 | -0.31 | 0.21 | -0.55 | 0.26 | i
Cc1nc(/N=C(\N)Nc2ccccc2)nc2ccccc12 | -0.3 | 1338 | 4 | 6 | / | / | -30% | -0.08 | 1645 | i | 8 | 3.9 | 2.6 | 4.4 | -0.46 | -0.36 | -0.26 | 0.39 | i
CNC(=O)c1cc(OCC(F)(F)F)ccc1OCC(F)(F)F | -5.0 | 1128 | -10 | -1 | 0 | 678 | -10% | -1.1 | 1562 | i | -37 | 2.2 | 2.0 | 6.4 | -0.27 | -0.29 | -0.096 | 0.41 | i
Oc1cc(Br)ccc1C=Nc1ccc(N2CCCCC2)cc1 | -2.9 | 1144 | / | / | 10 | 673 | 7% | -0.18 | 1318 | / | / | / | / | / | -0.6 | -0.19 | -0.38 | 0.63 | i
Cc1ccc(Nc2ncnc(-n3cccc3)n2)cc1Cl | 4.4 | 1160 | / | / | -11 | 643 | -131% | -1.8 | 1110 | / | / | / | / | / | 1.4 | -0.21 | 0.51 | -0.77 | i
O=C1/C(=C/c2ccccc2)SC(=S)N1C1CCS(=O)(=O)C1 (stereo not drawn) | 0.9 | 1292 | / | / | -19 | 638 | 32% | -0.21 | 988 | / | / | / | / | / | -0.66 | -0.053 | -0.34 | 0.25 | i
CC1(C)Cc2c(c(-c3ccccc3)[nH]c(=O)c2C#N)CS1 | -8.0 | 1218 | -18 | -2 | -9 | 706 | 7% | 0.13 | 1140 | i | 17 | 5.9 | 1.5 | 5.3 | -1.2 | -0.3 | -0.93 | 1.6 | i
Cc1cc(C)c2c(N)c(C(=O)Nc3ncc(C)s3)sc2n1 | 0.7 | 1170 | 6 | 8 | -9 | 743 | 62%* | / | / | i | -4 | 4.0 | 2.1 | 6.2 | -0.36 | 0.085 | -0.28 | 1.7 | i
CC(=O)Nc1cccc(C(=O)OCC(=O)NC(C)c2ccc(F)cc2)c1 (stereo not drawn) | -0.2 | 1098 | -3 | -3 | 1 | 707 | 6% | 0.23 | 1395 | i | -9 | 3.0 | 3.4 | 4.4 | 1.4 | -0.11 | 1.3 | -2.2 | i
O=C1c2ccccc2C(=O)N1c1ccc(S(=O)(=O)N2CCN(c3ccccc3)CC2)cc1 | -3.0 | 867 | 13 | 9 | / | / | 20% | 0.41 | 1364 | i | -4 | 1.4 | 1.2 | 4.4 | 0.66 | -0.17 | 0.5 | -0.87 | i
CC(C)c1ccccc1NS(C)(=O)=O | 1.0 | 990 | -10 | -12 | -4 | 641 | 8% | -0.17 | 1465 | i | -1 | 1.3 | 0.9 | 4.3 | 0.074 | -0.26 | 0.08 | 0.46 | i
